Screening results (PubChem BioAssay)
iPSC survival up – enhancers of human iPSC single-cell survival | hiPSC single-cell survival, ATPlite luminescence; 100% = ROCK inhibitor wells, 0% = DMSO | survival enhancement, % at 20 µM | 360,000 compounds, 0.044% hits; in the data active means survival enhancement above about 18%;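 further: cells exposed to compounds for 16 hours before the ATP read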
Vif inh – inhibitors of HIV Vif; 340,000 compounds, 0.35% hits; inhibition, % at 7.49 µM; HEK293T cells, Vif self-association by quenched fluorescence, imaging, 24 h; AID 602346; in the data active means inhibition above about 50%, passing the limit was not always enough; further: some results filed as inactive read as strong as hits
CaV13 ICDI inh – Disruptors of the CACNA1D IQ motif to Ca2+-dependent inactivation inhibitor domain association, primary screening, Förster resonance energy transfer in intact living … | HEK cells, CFP/YFP FRET ICDI-IQ, plate reader, 10 min; percent FRET-ratio fall versus neutral wells | inhibition, % at 12.3 µM | 340,000 compounds, 0.098% hits | AID 743397;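 active means mean replicate inhibition of at least 30% and at least 1% of replicates passing that level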;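 further: 0% = median of the neutral control wells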
aDG glyco act – increases alpha dystroglycan glycosylation | activation, % at 10 µM | Pro5-aDG cells, alpha-DG glycosylation AlphaScreen (IIH6); 0% Pro5, 100% B10-LARGE cell signal | 360,000 compounds, 0.22% hits;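 active means activation of at least 8% versus controls, or a plate z-score of at least 8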;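 further: Pro5 are CHO cells carrying HIG-tagged alpha-DG that lacks glycosylation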
TRPM1 prom inh – inhibitors of MITF-driven TRPM1 promoter in melanoma cells | SK-MEL-5 TRPM1 promoter luciferase, 24 h | inhibition, % at 12.5 µM | 330,000 compounds, 0.83% hits;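 active means mean inhibition across replicates of 60% or more, whatever share of single replicates reaches that level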; further: values of inactives mirror those of a sister screen read the other way
Peg3 prom inh – Peg3 promoter activity inhibition | HeLa PEG-Prom luciferase reporter, luminescence, overnight | inhibition, % at 20 µM | 360,000 compounds, 1.7% hits;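 active means inhibition of at least 50% at 20 µM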
HIF-2a inh – blocks HIF-2a reporter activity; 786-0 RCC cells HIF-2a reporter, luciferase luminescence, overnight; inhibition, % at 18.8 µM; 360,000 compounds, 0.72% hits;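 active means inhibition of the luminescence signal of 40% or more relative to plate controls, in a single-dose primary screen at 18.75 µM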
PDI inh – blocks human protein disulfide isomerase activity. P07237. PDI insulin aggregation turbidity, A650, 90 min. inhibition, % at 10 µM. 350,000 compounds, 0.052% hits;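 active means mean inhibition across replicates of 30% or more, whatever share of single replicates reach that level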;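 further: absorbance from insulin aggregation driven by PDI reduction with DTT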
Target sequence (P07237 whole entry, looked up): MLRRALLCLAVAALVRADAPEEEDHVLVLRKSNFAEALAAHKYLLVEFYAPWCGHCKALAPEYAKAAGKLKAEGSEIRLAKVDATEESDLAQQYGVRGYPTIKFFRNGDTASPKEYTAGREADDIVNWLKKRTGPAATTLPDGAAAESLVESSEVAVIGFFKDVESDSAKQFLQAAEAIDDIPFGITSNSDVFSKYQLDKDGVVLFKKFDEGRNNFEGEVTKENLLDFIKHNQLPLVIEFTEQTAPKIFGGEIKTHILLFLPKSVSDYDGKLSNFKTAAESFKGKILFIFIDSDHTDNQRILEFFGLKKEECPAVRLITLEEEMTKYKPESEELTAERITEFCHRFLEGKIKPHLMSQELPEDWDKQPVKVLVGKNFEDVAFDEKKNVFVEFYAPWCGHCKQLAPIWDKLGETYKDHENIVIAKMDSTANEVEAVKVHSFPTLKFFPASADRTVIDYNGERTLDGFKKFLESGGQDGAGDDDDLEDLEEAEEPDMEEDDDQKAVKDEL
NR2E3 ag-1 – human photoreceptor-specific nuclear receptor agonism | Q9Y5X4 | CHO-S Gal4-NCOR/VP16-NR2E3 two-hybrid, luciferase | inhibition of corepressor binding, % at 3.98 µM | 360,000 compounds, 0.35% hits | AID 602229;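 active means inhibition above the mean of all tested compounds plus 3 SD, cut at about 70% in these data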;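 further: 0% = DMSO with NR2E3 transfected cells and 100% = cells lacking NR2E3 construct; higher means lower luciferase signal from less NR2E3 corepressor binding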
Target sequence (Q9Y5X4 whole entry, looked up, the tested form may be a part): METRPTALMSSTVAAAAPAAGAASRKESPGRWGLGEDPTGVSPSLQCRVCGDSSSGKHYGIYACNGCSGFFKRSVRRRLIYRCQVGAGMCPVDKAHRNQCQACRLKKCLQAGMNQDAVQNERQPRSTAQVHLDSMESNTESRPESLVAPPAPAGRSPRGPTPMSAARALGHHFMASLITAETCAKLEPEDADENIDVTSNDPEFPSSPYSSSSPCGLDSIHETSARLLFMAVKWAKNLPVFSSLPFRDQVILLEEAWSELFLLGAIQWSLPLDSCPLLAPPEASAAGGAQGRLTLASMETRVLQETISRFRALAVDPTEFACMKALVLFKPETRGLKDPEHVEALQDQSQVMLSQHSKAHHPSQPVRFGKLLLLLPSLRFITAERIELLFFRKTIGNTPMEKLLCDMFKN
NR2E3 ag-2 – NR2E3 (human) agonism | GST-NR2E3/biotin-RetCOR TR-FRET, 1536-well | AID 2300 | Q9Y5X4 | inhibition of corepressor binding, % at 4.78 µM | 320,000 compounds, 0.12% hits;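 active means percent inhibition above the cutoff of mean plus 3 SD of all tested compounds, set per screening campaign, cut at about 20% in these data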;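 further: 0% = DMSO wells and 100% = biotin wells as full block of FRET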
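Material: NR2E3–RetCOR corepressor complex / Amount: 1.35 nM GST-NR2E3 / Medium: Tris pH 7.5 / Compound: single nominal compound dose of 4.8 µM / Incubation: 5 h at 4 °C / Technique: TR-FRET, Eu(K)-anti-GST donor, streptavidin-D2 acceptor, ex 340, em 617/671 nm / Read-out basis: percent loss of FRET ratio relative to control wells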
Granule exo inh – lytic granule exocytosis inhibition. TALL-104 LAMP-1 surface exposure, flow cytometry; cells stimulated with thapsigargin and PMA. AID 651702. 360,000 compounds, 0.66% hits. inhibition, % at 10 µM;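 active means inhibition above about 55%, limit read from the data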
The depositor's hits bear a star; x = not tested or not shown; + = active, no number. Compounds as they come; 3.5% or so of the library scored in one or more.

SMILES | iPSC survival up | Vif inh | CaV13 ICDI inh | aDG glyco act | TRPM1 prom inh | Peg3 prom inh | HIF-2a inh | PDI inh | NR2E3 ag-1 | NR2E3 ag-2 | Granule exo inh
O=C(NC1CCCCC1)c1ccc(S(=O)(=O)NCc2cccnc2)cc1 | 0.2 | 8 | -5 | 0.0 | 14 | 15 | 12 | -3 | 12 | 1 | 4
Cc1ccc(NC(=S)N(Cc2ccco2)C2CCN(C(C)C)CC2)cc1 | -1.9 | -4 | -17 | -0.2 | -3 | -2 | -14 | -2 | -18 | 2 | 0
Cn1ncc2c(Nc3cccc4ccccc34)ncnc21 | 7.6 | -8 | -4 | 0.1 | -3 | -5 | -30 | -1 | -12 | 1 | -2
COc1cccc(NC(=O)CN(C)CC(=O)Nc2ccc3c(c2)OCO3)c1 | -1.4 | 2 | -6 | -0.1 | 8 | 12 | 9 | 9 | -27 | x | 3
CC(C)(C)c1ccc(C(=O)NC(=S)NNC(=O)c2cccs2)cc1 | 1.9 | 2 | -17 | 0.6 | -1 | -54 | -92 | -3 | -79 | -2 | 0
Cc1ccc(S(=O)(=O)N2C[C@H]3[C@H]4C(=O)N(c5ccccc5)C(=O)[C@H]4CC(=O)[C@H]3[C@@H]2c2ccccc2)cc1 | -1.4 | 26 | -4 | -0.1 | x | -11 | 15 | x | -6 | x | -2
COc1ccc(NC(=O)CNS(=O)(=O)c2ccc3nc(C)sc3c2)c(OC)c1 | 1.5 | -14 | -5 | 0.0 | -5 | 10 | 15 | 9 | 0 | -1 | 3
Cc1cc(C)c(NC(=O)CSc2nnc(SCC(=O)Nc3c(C)cc(C)cc3C)n2N)c(C)c1 | -1.5 | 3 | -5 | -0.1 | -1 | 4 | 2 | 0 | -34 | 1 | -3
CCc1ccc(CNC(=O)c2nn(C)c3c2CS(=O)(=O)c2ccccc2-3)cc1 | -0.3 | 27 | -2 | 0.0 | 1 | 21 | 16 | 7 | -6 | 0 | 5
CCOc1ccc(C(=O)N2CCCC(c3nc(-c4ccc(C)o4)no3)C2)cc1 (stereo unspecified) | 0.1 | 0 | -5 | 0.1 | -8 | -11 | -16 | 1 | -20 | 0 | -10
CCOc1cccc(/C=N/NC(=O)c2cccnc2)c1O | -0.2 | 5 | -20 | 0.5 | 30 | 30 | -15 | 1 | -13 | 3 | 4
O=C(CCCN1CCC(O)(c2ccc(Br)cc2)CC1)c1ccc(F)cc1 | -2.5 | -9 | -5 | 0.2 | -7 | 11 | -10 | -1 | -20 | -4 | 11
COc1ccc(CC(NC(C)=O)C(=O)N2CCN(C(=O)N(C(C)C)C(C)C)CC2)cc1 (stereo unspecified) | -0.2 | -11 | -7 | 0.1 | 0 | -4 | 9 | 2 | -12 | -3 | 1
O=C(C[C@@H]1C[C@H]2c3cc(NC(=O)c4cccnc4)ccc3O[C@H]2[C@H](CO)O1)NCc1ccc(Oc2ccccc2)cc1 | -2.2 | x | -8 | -0.2 | x | 23 | 23 | 8 | 9 | x | 4
CCC(=O)Nc1nc(C)c(-c2csc(Nc3ccc(C(=O)O)cc3)n2)s1 | 0.2 | 6 | -19 | 0.1 | 7 | -3 | 11 | -1 | -39 | x | -3

In the list so far, four contain four or more nitrogen atoms.
SMILES | iPSC survival up | Vif inh | CaV13 ICDI inh | aDG glyco act | TRPM1 prom inh | Peg3 prom inh | HIF-2a inh | PDI inh | NR2E3 ag-1 | NR2E3 ag-2 | Granule exo inh
Cn1ncc2c(Nc3cccc4ccccc34)ncnc21 | 7.6 | -8 | -4 | 0.1 | -3 | -5 | -30 | -1 | -12 | 1 | -2
Cc1cc(C)c(NC(=O)CSc2nnc(SCC(=O)Nc3c(C)cc(C)cc3C)n2N)c(C)c1 | -1.5 | 3 | -5 | -0.1 | -1 | 4 | 2 | 0 | -34 | 1 | -3
COc1ccc(CC(NC(C)=O)C(=O)N2CCN(C(=O)N(C(C)C)C(C)C)CC2)cc1 (stereo unspecified) | -0.2 | -11 | -7 | 0.1 | 0 | -4 | 9 | 2 | -12 | -3 | 1
CCC(=O)Nc1nc(C)c(-c2csc(Nc3ccc(C(=O)O)cc3)n2)s1 | 0.2 | 6 | -19 | 0.1 | 7 | -3 | 11 | -1 | -39 | x | -3

Following part.
SMILES | iPSC survival up | Vif inh | CaV13 ICDI inh | aDG glyco act | TRPM1 prom inh | Peg3 prom inh | HIF-2a inh | PDI inh | NR2E3 ag-1 | NR2E3 ag-2 | Granule exo inh
Cc1c(C(=O)N2CCCC2(C)C(=O)NCC(C)C)oc2ccccc12 (stereo unspecified) | -3.3 | 15 | -6 | 0.1 | x | -2 | 2 | -13 | 4 | x | -6
CCSc1nc2c([nH]1)c(=O)n(C)c(=S)n2C | 2.3 | -6 | -12 | 0.0 | -17 | -7 | 2 | 15 | -25 | x | -2
CCOC(=O)C1CCN(C(=O)CCNS(=O)(=O)c2ccc(C)cc2)CC1 | 0.5 | -1 | -6 | 0.4 | -5 | -6 | -1 | -1 | -4 | -1 | -2
CC(=O)N(Cc1ccccc1C)c1cccc(C)c1C | 0.6 | -4 | -5 | -0.4 | -2 | 22 | 11 | 1 | 10 | 3 | -2
CCN(CC)CCCN(CC(=O)N(C)Cc1ccccc1)C(=O)c1ccc([N+](=O)[O-])cc1 | -0.2 | 2 | -5 | -0.1 | 15 | 10 | 11 | 5 | -17 | 3 | -8
O=C(NCc1nnnn1-c1ccc(F)c(F)c1)C(=O)c1c[nH]c2ccccc12 | 0.6 | -11 | -5 | 0.1 | 2 | 9 | 2 | 1 | 7 | 1 | -4
CCNC(=S)NCc1ccc2c(c1)OCO2 | -1.1 | 5 | -4 | -0.2 | -13 | 4 | -1 | 11 | -28 | -2 | 6
O=c1cc(-c2ccc(O)cc2)oc2c(-c3c(O)cc(O)c4c(=O)cc(-c5ccc(O)cc5)oc34)c(O)cc(O)c12 | 2.2 | 4 | x | -0.2 | 6 | -1 | 10 | x | -2 | x | 1
CCOC(=O)C1CCN(S(=O)(=O)c2ccc3[nH]c(=O)ccc3c2)CC1 | 1.0 | 4 | -5 | -0.2 | x | 12 | 5 | x | -21 | -5 | 0
COc1ccc(NC(=O)C(CCSC)NC(N)=O)cc1Cl (stereo unspecified) | -0.2 | 3 | 6 | -0.2 | 7 | -2 | -2 | 2 | -30 | 1 | -4
CCN(CC)C(=O)COn1c(SCC(=O)N(CC)CC)nc2ccccc2c1=O | -1.6 | 1 | -5 | 0.0 | -1 | 1 | 16 | 2 | -6 | 4 | 3
Nc1cc2[nH]c(=O)c3ccccc3c2cc1Br | -1.4 | -9 | -6 | -0.5 | 8 | 2 | -27 | 3 | -10 | x | -4
CCOc1ccc(C)cc1S(=O)(=O)n1ccc(C)n1 | 0.7 | x | x | 0.1 | -1 | -2 | 4 | -8 | -29 | 0 | -1
COc1ccc(S(=O)(=O)N2CCN(c3ccccn3)CC2)cc1OC | -1.3 | -4 | x | 0.0 | -7 | -10 | 18 | -3 | 14 | 7 | 0
Cc1cc(C)cc(NCCC#N)c1 | 0.0 | 7 | -2 | 1.7 | 11 | 3 | 15 | 3 | -14 | 0 | -2
CC(C)CNC(=O)C(=O)NCC1CCCN1S(=O)(=O)c1cccs1 (stereo unspecified) | -0.2 | 8 | -6 | 0.1 | -8 | 1 | 5 | -4 | -2 | 5 | 7
COc1ccc(Cl)cc1NC(=O)NN1CCN(C)CC1 | -0.5 | -4 | -6 | -0.2 | -5 | -2 | 12 | -4 | 3 | 3 | 2
CC/C(C)=N\Nc1nc(-c2cc3cc(OC)ccc3oc2=O)cs1 | -0.2 | -1 | + | 0.0 | -62 | -220 | -280 | 3 | -70 | 2 | -1
CCC/C(O)=N\S(=O)(=O)c1ccc(N=NN(C)C)cc1 | 4.3 | 13 | 0 | 0.5 | 10 | 10 | 5 | -6 | 4 | 1 | 1
CC1CCCCN1C(=O)/C=C/c1ccccc1[N+](=O)[O-] (stereo unspecified) | 0.0 | 3 | -5 | -0.1 | 10 | -5 | -9 | 2 | 0 | 4 | -3
COc1cc(Oc2ccccc2)nc(N)n1 | 1.3 | -1 | -3 | 0.0 | 1 | -12 | -8 | -1 | -22 | 2 | 15
COc1ccc(-n2c(SCC(=O)Nc3nccs3)nc3c(c2=O)SC(C)C3)cc1 (stereo unspecified) | -1.9 | -8 | 3 | 0.3 | x | 16 | 16 | x | -15 | 4 | 1
Cc1sc(NC(=O)C2C3C=CC(C3)C2C(=O)O)c(C(N)=O)c1-c1ccc(C(C)C)cc1 (stereo unspecified) | 3.7 | 1 | -5 | 0.1 | -5 | 11 | 11 | 8 | 11 | 0 | 0
C/C(CS(=O)(=O)c1ccc(Cl)cc1)=N/NC(N)=S | 6.4 | -6 | -7 | 0.3 | 0 | 1 | 13 | -3 | 5 | -1 | 0
Cn1c(=O)n(C)c2cc(S(=O)(=O)NCC(=O)O)ccc21 | -1.3 | 6 | -2 | -0.3 | 3 | 3 | 11 | 1 | -19 | -1 | 0
Cc1nn(Cc2cccc(C(=O)Nn3cc([N+](=O)[O-])cn3)c2)c(C)c1[N+](=O)[O-] | -1.1 | -6 | -19 | 0.0 | 7 | -8 | 15 | -10 | -28 | 1 | -2
O=[N+]([O-])c1cc(F)cc(F)c1Nc1ccc(F)cc1 | 0.6 | -4 | -17 | -0.3 | 10 | -3 | -2 | 14 | -2 | x | 3
COc1ccc2ccc(=O)oc2c1CC=C(C)C | 2.0 | -4 | x | -0.2 | 2 | 4 | 2 | x | -9 | 1 | -3
CS(=O)(=O)c1ccccc1-c1nc(-c2ccc(C(F)(F)F)cc2)no1 | -2.5 | 5 | x | -0.3 | -16 | -44 | -101 | 4 | -34 | 0 | -4
Cc1cc(C)n(C(=O)CNC(=O)c2ccccc2Br)n1 | -0.3 | -7 | -6 | -0.1 | 6 | 4 | 4 | 8 | -9 | -1 | -2
CCCOc1ccc(Br)cc1/C=N/NC(=O)c1cc(OC)c(OC)c(OC)c1 | 0.3 | -1 | -6 | -0.2 | 9 | 25 | 13 | -8 | 14 | -6 | 7
O=C1C2C3C=CC(C3)C2C(=O)N1/N=C/c1cn(Cc2ccc(F)cc2)c2ccccc12 (stereo unspecified) | 0.6 | 2 | -5 | 0.1 | 11 | 14 | -7 | -14 | -1 | -2 | -2
CSc1nnc(-c2cccs2)n1-c1ccccc1 | 2.8 | 8 | -6 | 0.1 | -4 | 18 | 19 | -4 | 11 | 0 | 6
COCCCNC(=O)c1ccc2c(c1)OCO2 | 2.7 | -1 | -5 | -0.4 | -7 | -23 | -24 | 1 | -15 | 2 | 2
COc1ccc(-c2cc(=O)oc3c(C)c(OCC(=O)Nc4cccnc4)ccc23)cc1 | -0.1 | 9 | -4 | 0.0 | -2 | 2 | 11 | -3 | -15 | 2 | -4
CC(C)C[C@H]1CN(CCCC[C@H]2CNC(=O)C(=O)N2CCc2ccccc2)C(=O)C(=O)N1CCc1ccc(O)cc1 | 0.5 | x | -5 | 0.1 | x | x | 14 | x | -1 | x | -2
Cc1ccc(NS(=O)(=O)c2cc(OCC(N)=O)c(C)cc2Cl)cc1C | 0.9 | x | -5 | 0.7 | 15 | 41 | 20 | -15 | 31 | 1 | -1
